# Assay outcomes as filed in PubChem BioAssay.
# MmCpn inh: inhibitors of Methanococcus maripaludis chaperonin (MmCpn) | purified Mm-Cpn ATPase, ADP Transcreener TR-FRET | Potency, µM (titrated, usually from 76.9 µM), without a hit: at the highest dose activity, negative = inhibition, actives largely listed as inhibitors | 330,000 tested, 0.031% active | AID 504842; also: potency is read from the fitted curve at half-maximal effect; % is scaled to controls: 0 for no effect and ±100 for the full control effect; nearly all actives have a fitted effect of over 80% in size
#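 Purified archaeal Mm-CPN (25nM final) preincubated 10 min at 37degC with compound, then 10uM ATP for 30 min at 37degC; ADP measured by HTRF Transcreener TR-FRET; buffer 30 mM TRIS pH 7.4, 100mM KCl, 5mM MgCl2, 1mM DTT.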
# Akt phos inh: blocks phosphorylation of Akt | activity change, % for hits at 50 µM | 360,000 tested, 0.32% active | Neuro2A IGF-stimulated pAkt S473 HTRF, 20 min; stronger effect = lower value; in the data active = activity change below about -80%; inconclusive = mostly about -51% to -80%; also: % is scaled to controls: 0 for no effect and ±100 for the full control effect
#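 Single-point screen (50 µM final compound) in Neuro2A cells stimulated 20 min with 6 nM IGF at 37 deg C. After lysis, Ser473-phosphorylated Akt read by HTRF (ex 330 nm, em 615/665 nm) as the 665/615 ratio.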
# CCT modulator: changes cytosolic chaperonin activity. 360,000 tested, 0.3% active. AID 651819. purified chaperonin ATPase assay, HTRF ADP detection, 30 min. activity change, % (test concentration not listed), hits read low; in the data active = activity change below about -30%; also: % is scaled to controls: 0 for no effect and ±100 for the full control effect
#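 TRiC (40 or 20 nM final, by batch activity) in 30 mM Tris pH 7.4, 100 mM KCl, 5 mM MgCl2, 1 mM DTT was treated with compound at 76 uM single dose, then 10 uM ATP, 30 min at 37 °C. ADP was read by HTRF Transcreener.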
# EPAC2 antagonist: EPAC2 (human) antagonism; Q8WZA2; EPAC2 GEF exchange of Rap1B-BODIPY-GDP, fluorescence; Potency, µM (highest dose often 114 µM), without a hit: top-dose activity, negative = inhibition, usual class: inhibitors; 360,000 tested, 0.18% active; also: potency is read from the fitted curve at half-maximal effect; % is scaled to controls: 0 for no effect and ±100 for the full control effect; nearly all actives have a fitted effect of over 45% in size; many of its hits are not listed in these tables
# DRD3 agonist: D3 dopamine receptor (human) agonism; P35462; D3R DiscoveRx beta-arrestin cells, luminescence, 90 min; max activation, %; 410,000 tested, 0.58% active; in the data active = max activation above about 30%; also: 0% is about no effect; mostly tested at two doses, the higher about 12 µM
# Target sequence (P35462 whole entry, looked up): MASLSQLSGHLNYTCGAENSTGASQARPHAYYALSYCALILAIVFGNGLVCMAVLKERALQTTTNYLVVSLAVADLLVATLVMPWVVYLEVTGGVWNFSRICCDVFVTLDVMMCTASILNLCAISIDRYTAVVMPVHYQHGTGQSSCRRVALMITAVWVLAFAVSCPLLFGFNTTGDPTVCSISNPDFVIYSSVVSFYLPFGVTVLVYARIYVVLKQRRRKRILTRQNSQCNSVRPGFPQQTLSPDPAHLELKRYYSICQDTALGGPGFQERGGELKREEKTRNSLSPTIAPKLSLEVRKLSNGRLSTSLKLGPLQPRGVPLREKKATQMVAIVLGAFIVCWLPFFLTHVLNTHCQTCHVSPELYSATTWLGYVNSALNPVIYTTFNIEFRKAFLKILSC
#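 Agonist-mode cell screen: cells plated at 1500/well and incubated overnight at 37 °C, then exposed to library compounds for 90 min at 37 °C. Detection reagent was added for 30–60 min at room temperature, and luminescence was read.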
# DRD3 antagonist: D3 dopamine receptor (human) antagonism; P35462; max response, negative = inhibition, %; D3R cells, DiscoveRx beta-arrestin luminescence, antagonist mode; stronger effect = lower value; AID 652054; 360,000 tested, 2.5% active; in the data active = max response below about -50%; inconclusive = no clear call, values can overlap the other calls; also: % is scaled to controls: 0 for no effect and ±100 for the full control effect; mostly tested at two doses, the higher about 12 µM
#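 Cells plated overnight at 1500 cells/well, then exposed to library compounds with dopamine controls for 90 minutes at 37 degrees C. DiscoveRx reagent added for 30–60 minutes at room temperature; luminescence read, quantitative HTS format.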
# PTHR1 ag: agonists of human PTHR1 parathyroid hormone receptor; Q03431; HEK293 GP2 PTHR1 cells, GloSensor cAMP luminescence, 1 h; Potency, µM (titrated, usually from 115 µM), inactives show top-dose activation, hits mostly activators; 410,000 tested, 0.075% active; also: potency is read from the fitted curve at half-maximal effect; nearly all actives have a fitted effect of over 55% in size; some results filed as inactive show a strong effect at the top dose; inactives centre near -15; many of its hits are not listed in these tables
# Target sequence (Q03431 whole entry, looked up): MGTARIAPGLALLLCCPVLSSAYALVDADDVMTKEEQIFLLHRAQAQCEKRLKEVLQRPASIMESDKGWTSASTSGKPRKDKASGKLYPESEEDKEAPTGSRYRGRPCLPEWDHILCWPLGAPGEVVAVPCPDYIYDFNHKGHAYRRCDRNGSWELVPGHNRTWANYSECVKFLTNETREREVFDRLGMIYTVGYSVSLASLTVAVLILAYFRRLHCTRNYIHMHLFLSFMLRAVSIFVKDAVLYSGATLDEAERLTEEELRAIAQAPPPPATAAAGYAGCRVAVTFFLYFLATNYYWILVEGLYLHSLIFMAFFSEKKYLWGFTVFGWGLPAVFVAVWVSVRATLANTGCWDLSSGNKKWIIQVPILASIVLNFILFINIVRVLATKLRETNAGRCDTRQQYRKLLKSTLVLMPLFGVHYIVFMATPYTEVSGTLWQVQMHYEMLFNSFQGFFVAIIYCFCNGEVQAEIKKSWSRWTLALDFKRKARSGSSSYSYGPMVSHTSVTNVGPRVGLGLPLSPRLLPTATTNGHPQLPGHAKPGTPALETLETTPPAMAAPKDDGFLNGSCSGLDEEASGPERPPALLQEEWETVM
#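 HEK-293-derived GP2 cells expressing PTHR1 and a GloSensor cAMP reporter, 3,000/well, plated overnight, given luciferin plus IBMX (each 0.5 mM as added) for 1 h at 37 °C, then compound for 1 h at 37 °C. Luminescence was read after 15 min at room temperature.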
# EPAC2 ag: agonists of human EPAC2 (RAPGEF4); EPAC2 activation, biochemical qHTS; response scale: 100% = 6.5 mM cAMP response; Potency, µM (highest dose often 154 µM), without a hit: top-dose activation, hits mostly activators; 360,000 tested, 0.079% active; also: potency is read from the fitted curve at half-maximal effect; nearly all actives have a fitted effect of over 50% in size
#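 Exchange assay: 100 nM EPAC2 with 250 nM Rap1B-BODIPY-GDP and 50 uM GDP. Fluorescence (ex 480/em 540 nm) read every 5 min for 30 min at room temperature. Data normalized to 6.5 mM cAMP as agonist control.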
# An asterisk follows results filed as active; i = inactive; ? = inconclusive; . = not tested or not shown; & = joins results of further samples; [ ] = dose if it differs, or a comment. Unless noted, calls follow the shape of the dose curve; as a rule, active = well fitted curve in the direction sought with a large enough effect; inconclusive = small, poorly fitted or top-dose-only effect, or another doubt; inactive = no such curve, though single readings can be large; an effect the other way counts as inactive or inconclusive. This is a subset (hit frequency here may not be typical).
# Under each structure – MmCpn inh | Akt phos inh | CCT modulator | EPAC2 antagonist | DRD3 agonist | DRD3 antagonist | PTHR1 ag | EPAC2 ag
COc1ccc(NC(=O)c2nc[nH]c2C(=O)N2CCN(c3ccccc3)CC2)cc1
→ 1% | i | 0.3 | 15% | -8 | -1 | -23% | -3%
COc1ccc(/C(O)=C2/C(=O)C(=O)N(CCN(C)C)C2c2ccc(C)cc2)cc1Cl (stereo not given)
→ -3% | i | -1.3 | 0% | 0 | -16 | -7% | -1%
Cc1ccccc1Cn1c(=O)c2c(nc3n2CCCN3Cc2ccccc2)n(C)c1=O
→ . | i | 1.5 | -15% | -5 | -21 | -92%[inhibitor][57.5 µM] | 4%
COc1cc(/C=C(/C#N)c2nc3ccccc3c(=O)[nH]2)ccc1O
→ -17% | i | -3.9 | -1% | 7 | 11 | i | 8%
COc1cccc(Cn2c3ccc(NC(=O)CCc4ccc(F)cc4)cc3c(=O)n2C)c1
→ . | i | -0.3 | -7% | -9 | 25 | -71%[inhibitor] | -6%
O=C(OCCN1C(=O)c2ccccc2C1=O)c1cc(S(=O)(=O)N2CCOCC2)ccc1Cl
→ -1% | i | -0.9 | -12% | -1 | 0 | -14% | 5%
Cc1sc(NC(=O)c2ccc(=O)n(C)n2)nc1-c1ccccc1
→ -5% | i | 0.4 | -9% | 3 | 16 | -12% | 3%
O=C(O)CSc1nc(-c2ccc(Cl)cc2)nc2c1oc1ccccc12
→ 4% | i | 2.0 | ? | 5 | 2 | -15% | -6%
CC(C)Oc1nc(-c2ccc(Cl)cc2)nc2ccccc12
→ -3% | i | -2.8 | -18% | -3 | -18 | i | 15%
CCN(CC)c1ccc(-n2cc3c(=O)n(C)c(=O)n(C)c3c2)cc1
→ -11% | i | 1.9 | 8% | -4 | -55* | i | 0%
O=C(NC1CCCCC1)N1CCN(c2ncccn2)CC1
→ 0% | i | 1.6 | 16% | 29 | -18 | -23% | 2%
O=C(NCc1ccco1)Nc1ccccc1Cl
→ -3% | i | 0.8 | 9% | 1 | 27 | -80%[inhibitor] | -2%
Cc1cc(OC(C)C(=O)N(Cc2cccs2)C2CCS(=O)(=O)C2)ccc1Cl (stereo not given)
→ -1% | i | 0.4 | ? | 0 | 19 | -22% | 1%
COc1ccc(N(C(=O)c2snc(C(N)=O)c2N)C(C(=O)NC2CCCC2)c2cc(OC)ccc2OC)c(OC)c1 (stereo not given)
→ -3% | i | -2.9 | 3% | -7 | 0 | i | 9%
Cc1ccc(NC(=O)COC(=O)c2cccc(N3C(=O)c4ccccc4C3=O)c2)cc1
→ 0% | i | -4.7 | -2% | 1 | 3 | i | 3%
CCOc1ccccc1Nc1nnc(SCc2ccc(C(=O)OC)o2)s1
→ 0% | i | -1.7 | 1% | -4 | -16 | -12% | 12%
O=C(NCC1CC1)C1(C(F)(F)F)CC(CCc2ccccc2)CCCO1 (stereo not given)
→ . | i | 1.0 | -19% | -22 | -17 | -48%[inhibitor] | 2%
CSc1ccc(CCNC(=O)CN2C(=O)CCSc3ccccc32)cc1
→ 0% | i | 0.2 | 2% | 7 | 3 | -7% | 3%
CCN(CC)CCNC(=O)c1ccc(NC(=O)c2ccc(F)cc2F)cc1
→ 0% | i | -5.8 | 8% | -6 | 12 | i | -3%
CSCCC(NC(=O)COc1ccccc1)C(=O)N(C)CC(=O)Nc1c(C)cccc1C (stereo not given)
→ 1% | i | 0.8 | 1% | 2 | 5 | i | 2%
CCN=c1sc(C(=O)NCCc2ccccc2)cc(=O)n1CC
→ 0% | i | -1.4 | 0% | -2 | ? | -36%[inhibitor] | -3%
COC(Cn1cc(C)c(=O)[nH]c1=O)OC
→ 1% | i | -1.1 | 9% | -3 | 6 | i | -5%
C/C(Cn1nc([N+](=O)[O-])cc1C)=N\NC(=O)COc1ccccc1[N+](=O)[O-]
→ 0% | i | -2.4 | 4% | -8 | -3 | -8% | 8%
CCN(CC)S(=O)(=O)c1ccc2[nH]cc(C(=O)NCCc3ccccc3)c(=O)c2c1
→ -1% | i | -5.9 | -14% | -4&0 | 9 | -78%[inhibitor][57.5 µM] | -4%
COc1ccccc1-c1nnc(SCc2nc3ccccc3[nH]2)n1C
→ 0% | i | -0.2 | 0% | -15 | -17 | -6%[57.5 µM] | 9%
CC(=O)Nc1ccc(NC(=O)C(C)OC(=O)CCc2c[nH]c3ccccc23)cc1 (stereo not given)
→ 1% | i | -2.1 | 2% | 1 | 1 | i | 4%
Cc1cc2nc3n(c2cc1C)CC1CC(C(=O)NCc2ccco2)N(C)C31 (stereo not given)
→ -1% | i | 0.6 | -2% | 7 | 0 | i | 1%
COc1nc(-c2ccc(C)cc2)ccc1-c1noc(-c2cccnc2)n1
→ -3% | -105%* | 2.3 | 1% | 0 | 7 | 0% | -9%
NC(=O)COc1ccc(NC(=O)CC23CC4CC(CC(C4)C2)C3)cc1
→ 1% | i | -0.1 | 0% | 8 | 3 | -42%[inhibitor] | 8%
CCOC(=O)c1sc(=S)n(-c2ccccc2Cl)c1SC
→ -2% | i | 0.1 | -7% | 5 | -25 | i | 23%

# Of the compounds above, these contain fluorine:
# Under each structure – MmCpn inh | Akt phos inh | CCT modulator | EPAC2 antagonist | DRD3 agonist | DRD3 antagonist | PTHR1 ag | EPAC2 ag
COc1cccc(Cn2c3ccc(NC(=O)CCc4ccc(F)cc4)cc3c(=O)n2C)c1
→ . | i | -0.3 | -7% | -9 | 25 | -71%[inhibitor] | -6%
O=C(NCC1CC1)C1(C(F)(F)F)CC(CCc2ccccc2)CCCO1 (stereo not given)
→ . | i | 1.0 | -19% | -22 | -17 | -48%[inhibitor] | 2%
CCN(CC)CCNC(=O)c1ccc(NC(=O)c2ccc(F)cc2F)cc1
→ 0% | i | -5.8 | 8% | -6 | 12 | i | -3%

# The listing continues.
Structure | MmCpn inh | Akt phos inh | CCT modulator | EPAC2 antagonist | DRD3 agonist | DRD3 antagonist | PTHR1 ag | EPAC2 ag
O=C(NNC(=O)c1cc(-c2cccc(Br)c2)nc2ccccc12)c1csc(N2CCOCC2)n1 | 0% | i | -5.2 | -6% | -6 | -1 | i | 20%
C=CCc1ccc(OCCOCCOc2ccc(C)cc2[N+](=O)[O-])c(OC)c1 | 2% | i | -2.1 | -12% | 6 | 19 | -4% | 4%
COc1ccc(C(NC=O)c2cc(OC)c(OC)cc2Br)cc1OC (stereo not given) | -4% | i | -7.5 | 4% | -3 | 1 | i | 5%
Cc1ccc(NC(=O)COC(=O)c2ccco2)cc1C | 0% | i | -2.1 | 4% | 6 | 22 | -11% | 5%
COc1ccc(NC(=O)CSc2nc3ccccc3c(=O)n2CCCN2CCCCC2)c(OC)c1 | -1% | i | -0.7 | 4% | -4 | 0 | -5%[57.5 µM] | 2%
COc1ccc(OC)c(C(O)c2ncc(-c3ccc(C(F)(F)F)cc3)[nH]2)c1 (stereo not given) | . | i | -0.8 | -3% | -25 | ? | -14% | 8%
Cc1ccc(S(=O)(=O)NCCC(=O)Nc2cc(F)ccc2C)cc1C | -2% | i | -2.7 | -5% | -13 | -12 | i | 17%
O=C(CN(Cc1ccccc1)S(=O)(=O)c1cccc(C(F)(F)F)c1)NC1CCCCC1 | -2% | i | -1.4 | 10% | -9 | 0 | -10% | -14%
N#C/C(=C\Nc1ccccc1SC(F)(F)F)c1nc(-c2ccccc2)cs1 | ? | i | -2.4 | 10% | -3 | 21 | i | 8%
COc1ccc(-n2cc([N+](=O)[O-])c(=O)c3ccc(Cl)cc32)cc1 | . | i | -4.8 | 2% | 2 | -6 | -11% | 10%
COC(=O)Cc1ccc(NC(=O)c2cccs2)cc1 | 0% | i | -1.3 | 7% | 1 | 12 | -15%[57.5 µM] | 1%
CC(C)c1ccc(C(O)P(=O)(OC2CCCCC2)OC2CCCCC2)cc1 (stereo not given) | 1% | i | 4.8 | ? | -24 | -27 | -2% | -10%
CC(CNC(=O)Cn1ccc(N)nc1=O)c1ccccc1 (stereo not given) | 4% | i | -0.5 | 27% | -2 | -11 | 15% | 4%
COCCn1c(SCC(=O)N(C)c2c(N)n(Cc3ccccc3)c(=O)[nH]c2=O)nnc1-c1cccc(C)c1 | 1% | i | 0.1 | 4% | 0 | 12 | -25% | -6%
Cn1c(O)c(N=Nc2ccccc2)c2ccccc21 | 2% | i | -1.2 | 0% | -6 | -3 | i | 11%
CCOc1cc(NCCN2CCOCC2)c([N+](=O)[O-])cc1OCC | -2% | i | -0.9 | -16% | -12 | -15 | i | 0%
COc1ccc(NC(=S)NNS(=O)(=O)c2ccc3ccccc3c2)c(OC)c1 | 5% | i | -3.4 | -6% | 2 | -13 | -35%[inhibitor] | 15%
CCNS(=O)(=O)c1ccc(NC(=O)Cn2cc([N+](=O)[O-])cn2)cc1 | 1% | i | 0.2 | -2% | -6 | -19 | i | 4%
Cc1ccc(S(=O)(=O)NC(=O)C2CCCCC2)cc1 | 0% | i | -1.4 | -2% | 0 | -12 | i | 11%
COC(=O)c1cc(NC(=O)Cn2c(=O)cnc3ccccc32)cc(C(=O)OC)c1 | 1% | i | 2.1 | -8% | -2 | -8 | i | -8%
Fc1ccc2c(c1)/C(=N/Nc1ccccn1)CCS2 | -3% | i | -1.0 | -20% | -4 | 6 | i | 17%
COc1cccc(NC(=O)c2ccc(-c3ccccc3[N+](=O)[O-])o2)c1 | -1% | i | 0.3 | -12% | -3 | -7 | i | -6%
C#CCN(C[C@@H]1[C@@H](OC(=O)NC2CCCC2)[C@@H](OC(=O)NC2CCCC2)CN(C(=O)OC(C)C)N1C(=O)OC(C)C)S(=O)(=O)c1ccc(C)cc1 | . | i | -0.7 | 30%[activator] | -3 | -11 | -4% | 3%
Cc1ccc2c(c1)[C@H]1[C@H](CO2)[C@H](c2ccccc2)[C@]2(C)C(=O)Nc3cc(Cl)ccc3C(=O)N12 | -2% | i | 0.7 | 5% | 0 | -17 | i | 8%
O=C(CN1CCc2ccccc21)NC(=O)NCc1ccccc1 | -19% | i | -6.6 | -11% | 11 | 14 | i | -8%
C/C(=N\NC(=O)CC1N=C(Cc2ccccc2)NNC1=O)c1ccncc1 (stereo not given) | 0% | i | 0.2 | 23% | -6 | 1 | -8% | 9%
